# AID inh: Primary qHTS assay for inhibitors of Activation Induced Cytidine Deaminase (AID): AID signal | Potency, µM (titrated, usually from 115 µM), for inactives: at the top dose activity change, negative = inhibition, usual class: inhibitors | AID deamination FRET fluorescence, UDG-coupled, 4 h | 91,000 compounds, 0.32% hits | AID 1347428, 2020 | Single-stranded DNA cytosine deaminase (Homo sapiens), Q9GZX7; also: nearly all actives have a fitted effect of over 25% in size
# Target sequence (Q9GZX7 whole entry, looked up): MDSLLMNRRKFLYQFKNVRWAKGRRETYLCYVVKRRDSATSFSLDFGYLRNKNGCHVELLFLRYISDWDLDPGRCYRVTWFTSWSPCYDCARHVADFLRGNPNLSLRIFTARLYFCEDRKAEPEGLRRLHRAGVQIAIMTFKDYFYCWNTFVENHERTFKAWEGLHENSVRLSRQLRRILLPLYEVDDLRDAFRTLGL
# UDG counter: Primary qHTS assay for inhibitors of Activation Induced Cytidine Deaminase (AID): UDG Counterscreen signal. 91,000 compounds, 0.14% hits. Uracil-DNA glycosylase. Potency, µM (series often up to 115 µM), without a hit: top-dose activity change, negative = inhibition, actives largely listed as inhibitors. FRET deamination/UDG coupled assay, UDG read, 4 h; also: nearly all actives have a fitted effect of over 65% in size
# The depositor's hits bear a star; ? = inconclusive; & = joins results of further samples; [ ] = another dose, or the depositor's remark. Calls follow the shape of the dose curve; as a rule, active = well fitted curve in the direction sought with a large enough effect; inconclusive = small, poorly fitted or top-dose-only effect, or another doubt; inactive = no such curve, though single readings can be large; an effect the other way counts as inactive or inconclusive. % is scaled to controls: 0 for no effect and ±100 for the full control effect; potency is read from the fitted curve at half-maximal effect.
canonical_smiles | AID inh | UDG counter
Cc1ccc(S(=O)(=O)Nc2nc3ccc(C)cc3nc2Nc2ccc3c(c2)OCO3)cc1 | 29% | -6%
CC1CCCC(NC(=S)Nc2ccccc2)C1C (stereo not given) | -5% | -6%
CC(=O)Nc1ccc(Nc2cc(C)nc3c(-c4ccc(Cl)cc4)cnn23)cc1 | -3% | 7%
CCOc1cc(C(=O)OC(C)C(N)=O)ccc1OCC(C)C (stereo not given) | -4% | 1%
O=C(O)CCCC(=O)N1CCNCC1 | 0% | -1%
O=C(N/N=C/c1cccs1)c1ccc(NC(=O)c2ccccc2)cc1 | -2% | -5%
CC1CCCCC1NC(=O)c1ccc(C#N)cc1 (stereo not given) | -2% | 1%
Cc1ccc(CNC(=O)c2oc3ccc(S(=O)(=O)N4CCCC(C)C4)cc3c2C)cc1 (stereo not given) | -17% | 2%
Cc1ccc2c(c1)N(C(=O)N1CCC(C(=O)NC3CCCCCC3)CC1)CC(C)O2 (stereo not given) | -14% | 7%
CCOC(=O)C1=C(CN2CCN(C(=O)OC(C)(C)C)CC2)NC(=O)NC1c1ccccc1OCC (stereo not given) | -2% | -4%
Cc1[nH]c(C)c(C=O)c1C=O | -9% | -14%
CC(=O)NC(Nc1ccc2ccccc2c1)C(Cl)(Cl)Cl (stereo not given) | -3% | 1%
CN(C)CCN(Cc1cccs1)c1ccccn1 | 2% | 0%
O=C(COCc1nc2ccccc2c(=O)[nH]1)Nc1nc(-c2ccc3c(c2)CCCC3)cs1 | -8% | 4%
COc1ccccc1C(=O)Nc1onc2c1CCCC2 | ? | -13%
CC(C)Cc1ccc(C(C)C(=O)NC(Cc2ccccc2)C(N)=O)cc1 (stereo not given) | -9% | -2%
CC(=O)c1ccc(NC(=O)C(Cc2ccccc2)NS(=O)(=O)c2ccc3c(c2)CCC(=O)N3)cc1 (stereo not given) | -5% | -8%
O=[N+]([O-])c1ccc(Oc2ccc3ccncc3c2)cc1C(F)(F)F | -12% | -7%
CCC12CN(CC#N)CC(C)(CN(CC#N)C1)C2=O | -4% | 1%
CCOC(=O)C1(C)C=C(Nc2ccc(F)cc2)C(=O)N1c1ccc(F)cc1 (stereo not given) | -5% | -1%
O=C(Nc1ccc(Cl)c(C(F)(F)F)c1)c1ccccc1I | -11% | -6%
Cn1ncc2c(NC3CCCCC3)ncnc21 | 2% | 0%
CC(C)(C)c1ccc(Cn2nc(C(=O)O)c3ccccc3c2=O)cc1 | -2% | 4%
O=C(Nc1ccc(C(F)(F)F)cc1)C1CCN(/C=C/C(=O)C(F)(F)F)CC1 | -1% | -2%
Cc1ccc(S(=O)(=O)c2nnn3c2nc(N2CCN(c4cccc(C)c4C)CC2)c2ccccc23)cc1C | 2% | 41%[activator]
Cc1ccc(C)c(N2CCN(c3nc4c(S(=O)(=O)c5ccccc5)nnn4c4ccc(Cl)cc34)CC2)c1 | 14% | -7%
CC(C)NS(=O)(=O)c1ccc(OCC(=O)N2CCN(c3cccc(Cl)c3)CC2)cc1 | 9% | ?
CCc1ccc(OCC(O)Cn2c(SCCC(C)C)nc3c2c(=O)[nH]c(=O)n3C)cc1 (stereo not given) | -2% | -3%
COc1ccc(-c2ccc(NS(=O)(=O)c3ccc(NC(C)=O)cc3)cc2)nn1 | 6% | -2%
Cc1ccc(C)c(CN2C(=O)c3ccccc3S(=O)c3ccc(C(=O)N(C)Cc4ccccc4)cc32)c1 (stereo not given) | ? | -6%
Cc1ccc(S(=O)(=O)N2CCC(n3c(C)nc4cccnc43)CC2)cc1 | -9% | 2%
CSCC[C@H](Nc1ncnc2sc3c(c12)CCCC3)C(=O)O | -5% | 0%
CN1CCN(C(=O)C2CCN(c3nn4cc(-c5ccc(F)cc5)nc4s3)CC2)CC1 | 3% | 11%
Cc1nnc(SCC(=O)c2ccccc2F)n1Cc1ccccc1 | -4% | -2%
CCC(=O)Oc1ccc2c(-c3cc4ccccc4oc3=O)cc(=O)oc2c1 | -3% | 2%
Cc1ccc(-c2nn(C)c(=O)c3ccccc23)cc1S(=O)(=O)NCCCN(C)C | -1%&9% | -8%&-7%
CC(NC(=O)c1cc(F)cc(F)c1)C1CC2CCC1C2 (stereo not given) | -11% | 4%
CCOc1cccc(/C=C(/C#N)C(=O)c2ccccc2OC)c1 | -18% | -6%
Cc1ccc(N2CCN(C(=O)c3cc4cc5ccc(C)cc5nc4s3)CC2C)cc1 (stereo not given) | 17% | -7%
COc1ccc(OC)c(CCNC(=O)c2cc3cccc4c3n2CC(C)S4)c1 (stereo not given) | ? | 21%
CCCNC(=O)NC(=O)COC(=O)c1cc(-c2ccco2)nc2ccccc12 | -3% | -2%
CCn1c(CC23CC4CC(CC(C4)C2)C3)nnc1SCc1ccc(F)cc1 | -20% | -15%
COc1ccc(C2=C(C)C(=NC(C)C34CC5CC(CC(C5)C3)C4)NS2(=O)=O)cc1 (stereo not given) | 2% | -2%
CCCCCCc1cc2cc(-c3cn4c(n3)sc3cc(OC)ccc34)c(=O)oc2cc1O | 7% | -4%
CC(C)=CC(=O)Nc1cc(Cl)cc(Cl)c1 | -2% | -2%
CC(=O)Nc1ccc(Nc2nc3ccc(Cl)cc3n3cnnc23)cc1 | 5% | -1%
Cc1cc(C)cc(NC(=O)CCS(=O)(=O)c2ccc3nc(C)sc3c2)c1 | 4% | 5%
CC1CCCCC1NC(=O)c1cc2c(Cl)nc3ccccc3c2s1 (stereo not given) | -2% | 0%
Cc1cc2oc(=O)cc(CSc3nc(N)cc(N)n3)c2cc1C | -5% | 11%
CCC(CC)C(=O)Nc1nnc2n1CCS2 | 39%[activator] | 2%

# Full records, looked up by structure. Order of screens: AID inh	UDG counter
# Results for `COc1ccc(C2=C(C)C(=NC(C)C34CC5CC(CC(C5)C3)C4)NS2(=O)=O)cc1` (stereo not given) : 2%	-2%
# Results for `CCC(=O)Oc1ccc2c(-c3cc4ccccc4oc3=O)cc(=O)oc2c1` : -3%	2%

# Among those listed so far, these have a furan ring, fused or not:
canonical_smiles | AID inh | UDG counter
Cc1ccc(CNC(=O)c2oc3ccc(S(=O)(=O)N4CCCC(C)C4)cc3c2C)cc1 (stereo not given) | -17% | 2%
CCCNC(=O)NC(=O)COC(=O)c1cc(-c2ccco2)nc2ccccc12 | -3% | -2%

# Next entries follow.
canonical_smiles | AID inh | UDG counter
CC(C)c1ccc(OCc2cc(=O)n3c4c(sc3n2)CCCC4)cc1 | -13% | -2%
O=C(CN1CCCN(Cc2cccc(Cl)c2)S1(=O)=O)Nc1ccc2c(c1)OCCO2 | -29% | 3%
COc1ccc(NC(=O)CC2Sc3ccccc3NC2=O)cc1 (stereo not given) | 1% | -8%
O=C(CCC1CCCCC1)NCCCNC(=O)CCC1CCCCC1 | -6% | -11%
Cc1ccc(C)c(NC(=O)Cn2c(=O)n(Cc3ccccc3)c(=O)c3oc4ccccc4c32)c1 | 3% | 4%
COc1ccc2[nH]c(C(=O)NCc3ccco3)cc2c1 | 8% | 10%
CN(Cc1nnc2n1CCCCC2)C(=O)c1n[nH]c(=O)c2ccccc12 | 2% | 6%
CCOc1ncccc1C(=O)Nc1cc(S(=O)(=O)N2CCCCC2)ccc1C | 6% | 4%
CCCCn1c(CNC(=O)C23CC4CC(CC(C4)C2)C3)nnc1SCC(=O)Nc1ccc(C)cc1 | 45µM* | -24%
Cc1ccc(OCc2nc(C#N)c(N3CCOCC3)o2)cc1 | 2% | 4%
CCc1ccc(NC(=O)Cn2nc3c4ccccc4n(Cc4ccccc4)cc-3c2=O)cc1 | 2% | -9%[57.5 µM]
CSc1ncc2c(n1)-c1ccccc1N(Cc1ccc(Cl)cc1)S2(=O)=O | 7% | 21%
O=c1n(Cc2cccc(F)c2)c2ccccc2c2nc(-c3ccccc3)nn12 | -10% | 3%[57.5 µM]
Cn1c(OCc2cccnc2)nc2c1c(=O)n(Cc1ccc(Cl)cc1)c(=O)n2C | ? | -11%
CCc1ccc(-n2nc(CO)c(C(=O)NCc3ccccc3Cl)n2)cc1 | 1% | -4%[57.5 µM]
Cc1ccc(-n2nc3cc(C)c(NC(=O)c4ccc(-c5ccccc5)o4)cc3n2)cc1 | 37%[activator] | -6%
COc1cccc(/C=C2\Oc3cc(OC(=O)C(C)(C)C)ccc3C2=O)c1 | -17% | -5%
Cc1nc(-c2ccc(Cl)cc2)sc1CCNC(=O)c1ccco1 | -22% | -23%
CC(C)Cn1c2c(c(=O)[nH]c1=O)C(c1ccc(F)cc1)C1=C(COC1=O)N2 (stereo not given) | -7% | 3%
Brc1ccccc1/C=N/Nc1nncc2ccccc12 | 0% | -4%
Cc1cccc(NC(=O)CCc2c(C)nc3c(c(C)nn3C(C)(C)C)c2C)c1C | -2% | 2%
Cc1ccccc1CC(=O)NC1CCCC1 | 0% | 1%
CCCn1c2ccccc2c2nnc(SCC3CC3(Cl)Cl)nc21 (stereo not given) | -25% | -14%
Cc1cc(-c2nc3ncccc3o2)ccc1NC(=O)c1ccccc1Br | 5% | 2%
Cc1ccccc1Cn1c(CN2CCN(c3cc(Cl)ccc3C)CC2)nc2c1c(=O)[nH]c(=O)n2C | ? | -8%[57.5 µM]

# Entries listed above that bear a hit mark in AID inh.
smiles | AID inh
CCCCn1c(CNC(=O)C23CC4CC(CC(C4)C2)C3)nnc1SCC(=O)Nc1ccc(C)cc1 | 45µM*

# More compounds follow.
canonical_smiles | AID inh | UDG counter
COc1ccc(C)cc1NC(=O)N1CCCn2nc(C)cc21 | 8% | -6%
COc1ccccc1Nc1ncnc2c1cnn2-c1cccc(Cl)c1 | -11% | 15%
O=C(CCS(=O)(=O)c1cc2c(cc1Cl)NC(=O)CO2)NCc1ccccc1Cl | 28% | 15%
O=C(COc1ccc2ccccc2c1)Nc1cnc2ccccc2c1 | 1% | -7%
CN1C(=O)Cc2cc(S(=O)(=O)NCCc3ccc(Cl)cc3)ccc21 | -16% | 193%[activator]
CN1CCN(C(C(=O)O)c2c[nH]c3cc(NC(=O)CCC(=O)O)ccc23)CC1 (stereo not given) | 3% | -1%
CCC(C)C(=O)NCCc1ccsc1 (stereo not given) | -4% | 3%
Cc1ccccc1C(=O)NC1CCCC(C(F)(F)F)C1 (stereo not given) | 0% | -2%
c1cc2c3c(cccc3c1)/C(=N/OCC1CO1)C2 (stereo not given) | -4% | 6%
COc1cc(CN(C(=O)COc2ccc(C)c(C)c2)c2ccccn2)cc(OC)c1OC | 6% | -13%
Cc1cc(C)cc(NC(=O)CCc2c(C)nc3c4cccnc4nn3c2C)c1 | 2% | -2%
N#Cc1ccccc1NC(=O)COC(=O)c1ccc2c(c1)NC(=O)CS2 | 6% | 3%
COc1ccccc1CNC(=O)c1ccccc1C(=O)c1cccs1 | -7% | -8%
Fc1ccccc1-n1ncc2c1ncn1nc(-c3ccccc3Cl)nc21 | 21% | -3%
Cc1ccc(CNc2ncnc3c2nc2n3CCCC2)cc1 | 12% | 7%
COc1cccc2cc(-c3nc(-c4ccc(C)cc4)c(C)s3)c(=O)oc12 | 44%[activator] | -4%
CCCN(CCC)c1ccc(NS(=O)(=O)c2ccc(C3CCCCC3)cc2)cc1C(=O)O | -4% | -1%
CCN(c1ccccc1)S(=O)(=O)c1cccc(C(=O)Nc2ccc3oc(C)nc3c2)c1 | -8% | 1%
O=C(COC(=O)C12CC3CC(CC(Cl)(C3)C1)C2)Nc1ccc(Cl)cc1[N+](=O)[O-] | -18% | -7%
Cc1cc(=O)n2nc(N(C)CC(=O)NCc3ccccc3C)sc2n1 | 4% | -8%
Cc1ccc(NC(=O)c2c(C)oc3ncn(CC(C)C)c(=O)c23)nc1 | 32%[activator] | ?
Cc1ccc(CNc2nc3c(c(=O)[nH]c(=O)n3C)n2CCCc2ccccc2)cc1 | -9% | 7%
CSc1ccccc1N1CCN(CCCCCC(=O)NC2CCCc3ccccc32)CC1 (stereo not given) | ? | -7%
Cc1ccccc1CNC(=O)c1ccc(NC(=O)c2nsc3ccccc23)cc1 | 3% | 2%
COc1ccc(C(=O)N2CCCCC2CCN2CCOCC2)cc1 (stereo not given) | 2% | -6%
COCCCNC(=O)CSc1nc2c(sc3ccccc32)c(=O)n1CCCC(=O)NCCOC | 8% | 6%[57.5 µM]
CC1CCc2nn(CC(=O)Nc3cccc(C(F)(F)F)c3)c(=O)cc2C1 (stereo not given) | 2% | -1%
Cc1cccc(CCNC(=O)C2CCC(CNS(=O)(=O)c3ccccc3)CC2)c1 (stereo not given) | 9% | -16%[57.5 µM]
CN(Cc1ccc(C(=O)NCC(F)(F)F)cc1)C(=O)Cc1cccc(C(F)(F)F)c1 | -9% | 3%
CC(O)CNc1nc2c(c(=O)n(C)c(=O)n2C)n1Cc1ccc(Cl)c(Cl)c1 (stereo not given) | 1% | 6%
CCCCCCOC(=O)CC(C(=O)OCCCCCC)S(=O)(=O)O (stereo not given) | -2% | -8%
Cc1ccc(-c2cc(N)n(Cc3cccc(Cl)c3)n2)cc1 | -22% | ?
COc1ccc(CN2CCN(Cc3cc(=O)oc4cc(C)ccc34)CC2)c(OC)c1OC | 6% | -3%
Cc1cccc(C(=O)NC2CC2)c1C | 6% | -6%
N#C/C(=C\c1ccc(OCC(=O)O)cc1)C(=O)N1CCOCC1 | 1% | -9%
COc1cccc(NC(=O)c2ccc3c(c2)CCC3)c1 | -2% | 9%
CSc1ccc(CNC(=O)C2CCN(c3nnc(-n4cccc4CNc4ccc(C)cc4)s3)CC2)cc1 | 3% | -7%
O=C(CCOc1ccccc1)Nc1ccc(N2CCOCC2)cc1 | 9% | -10%

# Screening results: PubChem, National Center for Advancing Translational Sciences (NCATS)

# Only part of the results is shown; rates above refer to the full screens.
